NCI-60 one-dose screen, 48 h, at 10 µM unless noted. Numbers give growth in % (100 = growth as untreated, 0 = no growth, -100 = all killed).
SNB-75 – SNB-75 CNS cancer | 5% of 79,000 active
CAKI-1 – CAKI-1 renal cancer. AID 1794772. 4.7% of 75,000 active
RXF 393 – RXF 393 renal cancer cells; 6.9% of 77,000 active; AID 1794773
SF-268 – SF-268 CNS cancer cells | 3.1% of 82,000 active | AID 1794759
SF-539 – SF-539 CNS cancer; 6.8% of 81,000 active
SNB-19 – SNB-19 CNS cancer cells; 2.5% of 81,000 active
A498 – A498 renal cancer cells; 5.4% of 76,000 active; AID 1794774
ACHN – ACHN renal cancer. 4.9% of 81,000 active
Starred values were filed as active, the others as inactive; · = not tested or not shown; & = joins results of further samples. Rule for the calls: active = growth percent below 10; inactive = the rest.

SMILES | SNB-75 | CAKI-1 | RXF 393 | SF-268 | SF-539 | SNB-19 | A498 | ACHN
Cc1ccc2[nH]c(=O)c(/C=N/O)cc2c1 | 78 | 86 | 71 | 92 | 97 | 91 | 88 | 89
O=C(CC1=CCCCC1)c1ccccc1 | 97 | 104 | 114 | 105 | 104 | 102 | 103 | 111
COc1ccc(-c2cc(C(=O)Nc3nc4ccc(F)cc4s3)nc3cc(-c4ccccc4)nn23)cc1 | 83 | 89 | 97 | · | 102 | 108 | 110 | 90
CCOC(=O)c1c(C)nc2c(c1N)/C(=C/c1ccc(OC)cc1)C(=O)N2CCc1ccc(OC)c(OC)c1 | 79 | · | 87 | 93 | 95 | 87 | 100 | 96
COC(=O)[C@@H]1CC[C@]2(C)[C@H](CC[C@@H]3O[C@@]32C)[C@@]1(C)CC(=O)c1ccoc1 | 114 | 106 | 111 | 103 | · | 91 | 89 | 105
Cn1cnc2cc(CN3CCC(OCc4ccc(F)c(F)c4)CC3)ccc21 | 91 | 85 | 111 | 102 | 101 | 102 | 104 | 97
CC1=CC(C)(C)NC(=S)N1c1cccc2cc(S(=O)(=O)O)ccc12 | 100 | · | 121 | 98 | 102 | 111 | 102 | 97
S=C1N(c2ccccc2)CN(C2CCCCC2)CN1c1ccccc1 | 90 | · | 109 | 118 | 88 | 95 | 103 | 98
Cc1cccc(C)c1NC(=O)CSC(=S)N1CCN(CCOCCO)CC1 | 97 | · | 125 | 94 | 94 | 99 | 103 | 106
CC(=O)CC(=O)Nc1ccc([N+](=O)[O-])cc1 | 81 | 90 | 118 | 98 | · | 96 | 102 | 89
CCN(CC)CCNc1ccccc1 | 107 | 104 | 108 | 98 | 101 | 107 | 115 | 102
O=C(NNC(=O)OCc1ccccc1)OCc1ccccc1 | 87 | 85 | 115 | 118 | 92 | 103 | 102 | 100
C=C1CCC(=O)C(=C(C)C)c2c(C)cc3c(c21)C(=O)[C@H](C)C3 | 91 | 92 | 123 | 105 | 98 | 104 | 135 | 101
CC1(C)[C@H]2C[C@]34CCCN3C(=O)[C@@]2(C[C@@]12Nc1ccccc1C2=O)NC4=O | 95 | · | 101 | 104 | 111 | 98 | 75 | 102
CC/C(=C(/c1ccc(O)cc1)c1ccc(OCCN2CCCCCC2)cc1)c1ccccc1 | 107 | 103 | 115 | 97 | 106 | 101 | 86 | 105
O=C(N/N=C/c1cccc([N+](=O)[O-])c1)c1cccc2ccccc12 | 89 | 87 | 101 | 111 | 91 | 101 | 77 | 101
NC(CCC(=O)O)CC(=O)O (centres undefined) | 115 | 101 | 105 | 109 | 99 | 115 | 97 | 109
Cc1ccc(C2SCC(=O)N2NC(=O)c2[nH]c3ccc(F)cc3c2-c2ccccc2)cc1 (centres undefined) | 71 | 77 | 79 | 93 | 98 | 88 | 87 | 90
Cn1ncc(CC(=O)O)c1N1C=Nc2ccccc2S1(=O)=O | 79 | 93 | 105 | 95 | 99 | 99 | 101 | 120
COc1cccc(/C(C#N)=C/c2nc3c(N4CCOCC4)nc(Cl)nc3n2C)c1 | -17* | -92* | -85* | -24* | -20* | 56 | -2.5* | -98*
COc1ccc(/C=C2\CN(C)CC3=C2OC(N)=C(C#N)C3c2ccc(OC)c(OC)c2)cc1OC (centres undefined) | 74 | 84 | · | 78 | 96 | 88 | 89 | 81
CCc1ccc2nc(NC(=O)Cc3csc(NC(=O)c4ccco4)n3)sc2c1 | 47 | 60 | 73 | 43 | 35 | 64 | 84 | 57
Cc1cccc(N=NN(C)C)c1 | 85 | 101 | 107 | 98 | 96 | 105 | 100 | 106
CSC(=S)OC(C)CC(C)C (centres undefined) | 93 | 97 | 116 | 104 | 103 | 115 | 101 | 103
CC1(C)OC2OC3C(CNCCO)OC(c4ccccc4)OC3C2O1 (centres undefined) | 84 | 102 | 114 | 114 | 108 | 105 | · | 108

The list goes on:
SMILES | SNB-75 | CAKI-1 | RXF 393 | SF-268 | SF-539 | SNB-19 | A498 | ACHN
Nc1c(Br)cccc1Br | · | 112 | 119 | 103 | 103 | 108 | 95 | 110
C=CCn1c(C)nc2ccc(Nc3nc(Nc4ccc5nc(C)n(CC=C)c5c4)c4ccccc4n3)cc21 | -95* | -24* | -81* | -32* | -94* | 31 | 99 | -80*
COc1ccc(C(=O)/C=C/c2c(C(F)(F)F)nc3sccn23)cc1OC | 14 | 2.7* | 39 | 15 | -5.5* | 33 | 95 | 26
O=c1ssc2ccccc12 | 94 | 102 | 105 | 108 | 102 | 94 | 85 | 112
COc1cc(/C=C2\CCC/C(=C\c3cc(CN4CCCCC4)c(O)c(OC)c3)C2=O)cc(CN2CCCCC2)c1O | 90 | 106 | 62 | 74 | 73 | 81 | 91 | 84
CCCCn1c(C)nc2ccc(Nc3nc(N4CCN(C)CC4)nc4nc[nH]c34)cc21 | 63 | 100 | 95 | 73 | 88 | 96 | 72 | 106
Nc1cc(=S)nc(N)[nH]1 | 104 | 100 | 103 | 105 | 110 | · | 97 | 106
Cc1ccc2nsnc2c1NC(=O)Cn1c(-c2nonc2N)nc2ccccc21 | 76 | 100 | 99 | 94 | 93 | 100 | 110 | 105
Nc1nc(Nc2ccccc2)n[nH]1 | 91 | · | 104 | 112 | 94 | 95 | 108 | 90
COc1ccc(/C=C2\C(=O)N=C3N2NC(=O)N3c2ccccc2)cc1 | 97 | 92 | 90 | 91 | 95 | 88 | 75 | 94
C#CC(C)(C)Nc1ccccc1 | 97 | 97 | 109 | 102 | 101 | 104 | 94 | 105
COc1c(O[C@@H]2OC[C@@H](O)[C@H](O)C2O)cc2oc3cc(O)c(CC=C(C)C)c(O)c3c(=O)c2c1CC=C(C)C (some centres undefined) | 70 | 97 | 90 | 81 | 100 | 93 | 79 | 82
CC1(C)Oc2cc3oc(=O)ccc3cc2C[C@@H]1OCCOS(=O)(=O)c1ccc(C#N)cc1 | 93 | 86 | · | 89 | 97 | 97 | 80 | 95
COc1ccc(-c2c3c(cc4cc5ncccc5nc24)[C@H]2CC[C@]4(C)C(=O)CC[C@H]4[C@@H]2CC3)cc1 | 27 | 33 | 62 | 67 | 80 | 70 | 65 | 55
COc1cc(-c2noc(CSc3nc4ccccc4s3)n2)cc(OC)c1OC | 81 | 76 | 113 | 97 | 93 | 95 | · | 86
CC1=C(C#N)C2=NNC(=Nc3ccccc3)NN2C(c2ccccc2)=C1 | · | 92 | 124 | 134 | 100 | 95 | 144 | 100
O=C(c1cccc(Cl)c1Cl)N1CCN(c2ccnc3cc(Cl)ccc23)CC1 | 117 | 89 | 85 | 99 | 91 | 82 | 74 | 86
CCSc1nc2nccnc2c(=O)[nH]1 | 95&86 | 91 | 102&100 | 97&105 | 106&104 | 113&106 | 86 | 109&97
COc1ccc(-c2cc(/C=C/C(=O)c3ccc(OC)c(OC)c3)[nH]n2)cc1 | 9.6* | 63 | 8.6* | 7.8* | -51* | 27 | -4.0* | 30
CCOC(=O)C1=NN=C(N2C(=S)NC(=O)C2CC(C)C)/C1=C\c1ccc(Cl)cc1 (centres undefined) | 82 | 94 | · | 102 | 94 | 102 | 79 | 101
CCOC(=O)C1=C(C)NC(=O)NC1c1c(Cl)n(C)c2ccccc12 (centres undefined) | 91 | 89 | 112 | 98 | 102 | 108 | 94 | 104
O=C1C(Cl)=C(Cl)C(=O)c2cc(Cl)c(Cl)cc21 | 81 | 104 | 105 | 88 | 88 | 100 | 94 | 92
CC(C)=CCC[C@](C)(OCCC#N)[C@H]1CC[C@]2(C)[C@@H]1CC[C@@H]1[C@@]3(C)CC[C@H](OCCC#N)C(C)(C)[C@@H]3CC[C@]12C | 119 | 97 | 102 | 87 | 99 | 99 | 97 | 87
CSc1nc2ccc(C)cc2cc1/C=N/O | 59 | 80 | 87 | 83 | 91 | 96 | 85 | 83
Cc1c(C(=O)NC(Cc2ccccc2)C(O)C(=O)NCCc2ccccc2)[nH]c2ccccc2c1=O (centres undefined) | 100 | 103 | 112 | 95 | 102 | 96 | 98 | 102

New compounds follow.
SMILES | SNB-75 | CAKI-1 | RXF 393 | SF-268 | SF-539 | SNB-19 | A498 | ACHN
COc1cccc(Cn2cc3c(c2)-c2oncc2CC3)c1 | 25 | 14 | 8.7* | 38 | -7.1* | 39 | 36 | 43
COC(=O)CSc1ccc2nsnc2n1 | 96 | 93 | 91 | 98 | 98 | 93 | 86 | 100
COc1c(NC=O)c2c(c([N+](=O)[O-])c1OC)C(=O)OC2 | 63&89 | 89&105 | 105&113 | 105&112 | 87&120 | 100&102 | 111 | 112&130
Cc1cc2nnn3c(=O)cc(C)n3c2cc1C | 89 | 99 | 115 | 108 | 104 | 111 | 100 | 106
c1ccc2c(c1)cnc1ccccc12 | 94 | · | 88 | 97 | 101 | 99 | -7.6* | 100
Fc1ccc(/C=C/[C@@H]2C[C@@H](F)CCO2)cc1 | 99 | 87 | 96 | 104 | 103 | 94 | 109 | 101
C/C(NCCc1ccc(O)cc1)=C1\CCOC1=O | 132 | 99 | 127 | 107 | · | 97 | 101 | 89
CCOC(=O)c1[nH]c2cc(Cl)ccc2c1[C@@H](C(=O)NC(C)(C)C)N(CC)C(=O)CCCCC#Cc1cccc2c1CN(C1CCC(=O)NC1=O)C2=O (some centres undefined) | 1.0* | 7.9* | -1.3* | 25 | 30 | 28 | · | 13
Cc1cc2cccc3c2n1CCC3N1CCCC1=O (centres undefined) | 94 | 94 | 123 | 98 | 97 | 107 | 100 | 109
NC(CC(=O)O)C(=O)OCc1ccccc1 (centres undefined) | 65 | 80 | · | 100 | 93 | 101 | 85 | 97
N#Cc1c(-c2ccc(F)cc2)n2cnnc2[nH]c1=O | 107 | 102 | 111 | 117 | 106 | 105 | 130 | 104
Cc1cc(C)nc(NS(=O)(=O)c2ccc(Nc3nc4nc(Nc5cccc(O)c5)nc(-c5ccc(O)cc5)c4c(=O)[nH]3)cc2)n1 | 75 | 101 | 126 | 98 | 96 | 95 | 124 | 93

By substructure, those above containing an aryl methoxy group (13)
SMILES | SNB-75 | CAKI-1 | RXF 393 | SF-268 | SF-539 | SNB-19 | A498 | ACHN
COc1ccc(-c2cc(C(=O)Nc3nc4ccc(F)cc4s3)nc3cc(-c4ccccc4)nn23)cc1 | 83 | 89 | 97 | · | 102 | 108 | 110 | 90
CCOC(=O)c1c(C)nc2c(c1N)/C(=C/c1ccc(OC)cc1)C(=O)N2CCc1ccc(OC)c(OC)c1 | 79 | · | 87 | 93 | 95 | 87 | 100 | 96
COc1cccc(/C(C#N)=C/c2nc3c(N4CCOCC4)nc(Cl)nc3n2C)c1 | -17* | -92* | -85* | -24* | -20* | 56 | -2.5* | -98*
COc1ccc(/C=C2\CN(C)CC3=C2OC(N)=C(C#N)C3c2ccc(OC)c(OC)c2)cc1OC (centres undefined) | 74 | 84 | · | 78 | 96 | 88 | 89 | 81
COc1ccc(C(=O)/C=C/c2c(C(F)(F)F)nc3sccn23)cc1OC | 14 | 2.7* | 39 | 15 | -5.5* | 33 | 95 | 26
COc1cc(/C=C2\CCC/C(=C\c3cc(CN4CCCCC4)c(O)c(OC)c3)C2=O)cc(CN2CCCCC2)c1O | 90 | 106 | 62 | 74 | 73 | 81 | 91 | 84
COc1ccc(/C=C2\C(=O)N=C3N2NC(=O)N3c2ccccc2)cc1 | 97 | 92 | 90 | 91 | 95 | 88 | 75 | 94
COc1c(O[C@@H]2OC[C@@H](O)[C@H](O)C2O)cc2oc3cc(O)c(CC=C(C)C)c(O)c3c(=O)c2c1CC=C(C)C (some centres undefined) | 70 | 97 | 90 | 81 | 100 | 93 | 79 | 82
COc1ccc(-c2c3c(cc4cc5ncccc5nc24)[C@H]2CC[C@]4(C)C(=O)CC[C@H]4[C@@H]2CC3)cc1 | 27 | 33 | 62 | 67 | 80 | 70 | 65 | 55
COc1cc(-c2noc(CSc3nc4ccccc4s3)n2)cc(OC)c1OC | 81 | 76 | 113 | 97 | 93 | 95 | · | 86
COc1ccc(-c2cc(/C=C/C(=O)c3ccc(OC)c(OC)c3)[nH]n2)cc1 | 9.6* | 63 | 8.6* | 7.8* | -51* | 27 | -4.0* | 30
COc1cccc(Cn2cc3c(c2)-c2oncc2CC3)c1 | 25 | 14 | 8.7* | 38 | -7.1* | 39 | 36 | 43
COc1c(NC=O)c2c(c([N+](=O)[O-])c1OC)C(=O)OC2 | 63&89 | 89&105 | 105&113 | 105&112 | 87&120 | 100&102 | 111 | 112&130

Fetched one by one from above:
SMILES | SNB-75 | CAKI-1 | RXF 393 | SF-268 | SF-539 | SNB-19 | A498 | ACHN
N#Cc1c(-c2ccc(F)cc2)n2cnnc2[nH]c1=O | 107 | 102 | 111 | 117 | 106 | 105 | 130 | 104
Cc1cc2cccc3c2n1CCC3N1CCCC1=O (centres undefined) | 94 | 94 | 123 | 98 | 97 | 107 | 100 | 109

Screening data (PubChem BioAssay)
